Screens (PubChem BioAssay)
Yp Topo-I inh = blocks Yersinia pestis topoisomerase I activity; activity, % at 10 µM; Y. pestis Topo-I cleavage product accumulation, plate reader; hit rate 0.064% among 360,000; AID 504884; in the data active = activity above about 50%, passing the limit was not always enough; inconclusive = no clear call, values can overlap the other calls; note: inactives centre near 2
BH1578 lux ind = induces V. cholerae light production without autoinducers; V. cholerae BH1578 lux reporter, luminescence, 6 h; hit rate 0.16% among 350,000; AID 588436; activation, % at 18.7 µM; in the data active = activation mostly above about 9.7%, no sharp cut-off; inconclusive = no clear call, values can overlap the other calls; inactive = mostly below about 3.7%; note: not every result past the cut was called active; inactives centre near 0; reference of the scale not given here
PfHsp40 rescue = rescue of PfHsp40-mediated yeast toxicity; S. cerevisiae expressing PfHsp40, growth rescue, ATP luminescence; hit rate 0.68% among 340,000; growth rescue, % at 12.5 µM; in the data active = growth rescue above about 28%, passing the limit was not always enough; inconclusive = no clear call, values can overlap the other calls;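 note: yeast W303a lacking pdr1 and pdr3 grown in galactose medium; growth measured after three days at 30 °C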
SARS 3CLpro inh = SARS-CoV 3CLpro protease inhibition; inhibition, % at 6 µM; P0C6X7; AID 1706; recombinant SARS-CoV 3CLpro, quenched FRET peptide cleavage; hit rate 0.14% among 290,000; in the data active = inhibition above about 12%
BoNT A protease = BoNT A light chain protease inhibition; multiplex microsphere protease substrate cleavage, flow cytometry; inhibition, % at 10 µM; hit rate 0.17% among 360,000; AID 588499; note: plate controls were buffer without enzyme for full effect and enzyme alone for no effect
TcdB GH inh = inhibitors of Clostridioides difficile toxin B glycohydrolase | TcdB glycohydrolase enzymatic assay, plate reader | P18177 | inhibition, % at 9.99 µM | hit rate 0.24% among 350,000; in the data active = inhibition above about 10%
PrPC TRFRET = inhibitors of human cell surface prion protein PrPC; P04156; TR-FRET read-out; hit rate 0.43% among 370,000; inhibition, % at 13.8 µM; in the data active = inhibition above about 24%; note: 0% = median of the test wells and 100% = reference compound wells
PriA SSB inh = K. pneumoniae PriA-SSBct interaction inhibition; AlphaScreen SSBct-PriA binding, biotinylated peptide; inhibition, % at 33 µM; hit rate 0.6% among 430,000; in the data active = inhibition mostly above about 37%, no sharp cut-off; inactive = mostly below about 20%;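 note: plate controls were negative control peptide for no effect and reference peptide for full effect; strong numbers were not always called active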
Anthrax LF prot = blocks Bacillus anthracis lethal factor protease; P15917; multiplex microsphere protease cleavage assay, LF; inhibition, % at 10 µM; hit rate 0.12% among 360,000; AID 588501; note: plate controls were buffer without enzyme for full effect and enzyme alone for no effect
* hit, by the source's call; i = inactive; ? = inconclusive; / = no result given; & = joins results of further samples. Cut-off read from the data, not from the text of the source, unless noted: active = inhibition above about 30%; inconclusive = no clear call, values can overlap the other calls; inactive = below that.

Sample of the layout, 4 compounds:
SMILES	Yp Topo-I inh	BH1578 lux ind	PfHsp40 rescue	SARS 3CLpro inh	BoNT A protease	TcdB GH inh	PrPC TRFRET	PriA SSB inh	Anthrax LF prot
CCCNS(=O)(=O)c1ccc(OCC(=O)NCCC2=CCCCC2)cc1	14	-0.2	-0.3	0	-3.2	1.3	4	3	-1
COc1ccc(N2CCCn3c2nc2c3c(=O)n(Cc3ccc(F)cc3)c(=O)n2C)c(OC)c1	8	i	1.7	/	0.1	/	-7	-1&-12	-6
Cc1cccc(C)c1NC(=O)CN(C)C(=O)c1ccccc1OCc1ccc(F)cc1	17	i	-0.3	/	/	3.2	-4	-19	/
CCCCOc1ccccc1NC(=O)CC1SC(=NCC)N(CC)C1=O (stereo not drawn)	16	1.4	-0.5	-1	-0.6	/	7	-7	6

The whole of this part, from the start:
SMILES	Yp Topo-I inh	BH1578 lux ind	PfHsp40 rescue	SARS 3CLpro inh	BoNT A protease	TcdB GH inh	PrPC TRFRET	PriA SSB inh	Anthrax LF prot
CCCNS(=O)(=O)c1ccc(OCC(=O)NCCC2=CCCCC2)cc1	14	-0.2	-0.3	0	-3.2	1.3	4	3	-1
COc1ccc(N2CCCn3c2nc2c3c(=O)n(Cc3ccc(F)cc3)c(=O)n2C)c(OC)c1	8	i	1.7	/	0.1	/	-7	-1&-12	-6
Cc1cccc(C)c1NC(=O)CN(C)C(=O)c1ccccc1OCc1ccc(F)cc1	17	i	-0.3	/	/	3.2	-4	-19	/
CCCCOc1ccccc1NC(=O)CC1SC(=NCC)N(CC)C1=O (stereo not drawn)	16	1.4	-0.5	-1	-0.6	/	7	-7	6
OCC[C@H]1C[C@H](O)[C@@H](O)[C@]2(Cc3ccccc3CO2)O1	3	i	-1.2	/	-0.9	1.9	-5	4	6
CCOC(=O)C1=C(N)OC2=C(C(=O)CC(C)(C)C2)C1c1ccc(C)s1 (stereo not drawn)	19	-0.8	0.4	1	-0.7	1.6	2	11	-6
COc1ccc(NC(=O)C2CCN(S(=O)(=O)c3ccc4c(c3)NC(=O)CO4)CC2)cc1	4	i	0.9	1	1.6	2.2	4	-10	-2
CCCn1c(C)cc(C(=O)COc2ncnc3sccc23)c1C	10	-0.2	-0.8	-3	?	0.7	4	12	-5
COc1ccccc1CN(C)CC(=O)Nc1ccccc1-c1ccccc1	1	0.0	-0.9	1	-0.3	1.0	1	-39	-1
COc1ccc(S(=O)(=O)NCc2nc3nc(C)cc(C)n3n2)cc1OC	2	-0.3	-0.1	-5	-0.2	1.2	0	-15	0
C[C@H](CO)N1C[C@H](C)[C@@H](CN(C)S(=O)(=O)c2ccc3c(c2)OCCCO3)OCc2cn(nn2)CCCC1=O	2	i	/	/	-0.2	-0.3&0.1	5	/	-3
COc1ccc(NC(=O)CCN2C(=O)C3CC=C(Cl)CC3C2=O)cc1 (stereo not drawn)	-2	-0.2	-0.5	0	-0.5	/	3	-22	0
O=S(=O)(c1cccc(-c2nc3ccccc3s2)c1)N1CCOCC1	20	-0.6	0.5	-4	-278	/	4	-11	-153
COCCN(CC(=O)NCC1CCCO1)C(=O)CCC(=O)Nc1ccccn1 (stereo not drawn)	0	i	0.2	4	-0.5	0.5	11	-12	2
Cc1ccc(C(=O)/C=C/c2c[nH]c3ccccc23)cc1	0	3.1	1.3	2	2.0	1.1	2	-15	3
O=C(NC(=S)Nc1ccc(S(=O)(=O)Nc2nccs2)cc1)c1cccnc1	-11	-0.2	0.0	0	-0.8	-1.0	8	3	-1
O=S(=O)(NCc1ccc2c(c1)OCO2)c1ccc(F)cc1	1	i	-0.9	2	0.6	0.9	10	-7	-17
COc1ccc(NC(=O)c2ccc(NC(=O)c3nc4nc(C)cc(C)n4n3)cc2)cc1	2	1.2	0.4	/	3.5	-2.1	4	-9	-1
CN1CCN(c2ccc([N+](=O)[O-])cc2NC(=O)c2ccccc2)CC1	0	-3.0	6.5	-1	?	/	-30	8	-4
COc1cccc(N2CCN(S(=O)(=O)c3cccc4cccnc34)CC2)c1	2	i	-0.5	2	-0.5	1.1	-1	-4	-13
Cc1ccc2nc3c(c(N)c2c1)CCN3c1ccccc1	-17	i	2.2	6	2.9	/	-6	6	0
CCOc1ccc(CN(C(=O)c2cc(=O)c3cc(C)cc(C)c3o2)C2CCS(=O)(=O)C2)cc1 (stereo not drawn)	26	-0.5	-0.9	-5	0.7	0.9	-13	4	1
O=C(O)CCCN1C(=O)C2C3CCC(O3)C2C1=O (stereo not drawn)	0	-0.2	-0.3	-2	0.5	/	0	-13	-1
COc1ccccc1OCC(=O)Sc1ccc(C)cc1	4	6.7	-0.6	-5	-0.7	/	-2	2	-3
CCCC1=NN(C(=O)Cc2ccc(OC)cc2)C(O)(C(F)(F)F)C1 (stereo not drawn)	3	-0.3	1.2	-2	-0.6	/	-4	-14	0
CCc1ccccc1NC(=O)c1cnn(-c2ccccc2)c1C	5	-0.3	-4.8	0	-3.1	1.7	9	-2	-2
CC1=C(C(=O)OC2CCCC2)C(c2coc3ccc(C)cc3c2=O)C2=C(CCCC2=O)N1 (stereo not drawn)	-6	-0.9	-0.4	9	0.1	9.6	-4	-11	-6
COCCN1C(=O)C(=O)/C(=C(/O)c2ccc(S(=O)(=O)N3CCOCC3)cc2)C1c1cccc([N+](=O)[O-])c1 (stereo not drawn)	10	-0.2	1.2	2	-0.8	/	/	/	0
O=C(NC1CCS(=O)(=O)C1)Oc1ccc(Cl)cc1 (stereo not drawn)	-4	-0.3	1.1	-2	0.1	/	0	-14	-6
CSc1ccc(NC(=O)C2(C)CCN2C(=O)C2(c3ccccc3)CC2)cc1 (stereo not drawn)	33	0.8	/	/	-0.2	-1.6	-2	/	5
COc1ccc(CCC(=O)NC2CCCCC2)cc1	4	-1.6	-0.6	1	0.0	-0.5	-2	-3	0
COc1ccc(C2c3[nH]c4ccccc4c3CCN2C(=O)c2ccccc2C(C)=O)c(F)c1 (stereo not drawn)	10	1.6	0.8	7	-3.3	0.5	-13	11	-12
COc1ccc2[nH]c(C)c(CCNCc3cccnc3)c2c1	0	i	0.4	/	1.4	1.3	-11	17	?
CCOC(=O)Cc1csc(NC(=O)C(NC(=O)C2CCC(C)CC2)C(C)C)n1 (stereo not drawn)	11	-1.4	0.0	3	-1.2	-2.3	5	-5	-9
CCN(CC)CCCNC(=O)C1CCCN(c2nnc(N3CCCC3=O)s2)C1 (stereo not drawn)	-7	-0.2	-0.3	-6	-2.4	/	-1	-14	-6
Cc1csc(NC(=O)C2CCN(S(=O)(=O)c3ccccc3F)CC2)n1	-5	i	3.3	0	-1.4	-0.4	0	-7	-9
Oc1ccc(-c2cn3c(n2)SCC3)cc1	-3	17*	4.2	4	-0.4	/	0	-30	3
Cc1ccc(CNS(=O)(=O)c2ccc(Cl)s2)cc1	27	-5.6	/	/	-0.6	-1.4	8	/	-3
FC(F)Sc1nc(-c2ccccc2)c(-c2ccccc2)n1C(F)F	21	-0.6	0.0	2	-0.2	/	-6	34	-4
Cc1noc(C)c1COc1ccc(C(=O)OCC(N)=O)cc1	5	0.7	-1.4	3	0.1	-0.4	5	-4	-2
CC(C)C(=O)N1CCC2(CC1)Oc1ccc(F)cc1C(=O)C21CC(c2ccccc2)=NO1 (stereo not drawn)	15	-0.8	-0.8	/	0.4	2.1	0	5	5
O=C(O)c1ccc(COc2ccc([N+](=O)[O-])cc2Cl)cc1	0	-0.7	/	/	0.0	-1.4	-9	/	-1
C#CCOCCOCCOCCNc1nc(N2CCN(C(=O)[C@H](CCCCN)n3cc(CCCC)nn3)CC2)nc(N2CCN(C(=O)[C@H](CCCCN)n3cc(CCCC)nn3)CC2)n1	-9	-1.0	-0.3	4	-0.5	1.6	4	25	-12
CC(=NCc1ccc2c(c1)OCO2)C1=C(O)c2ccccc2C1=O	18	i	47*	-3	0.0	/	-3	-8	2
COc1ccc(OC)c(CN2CCN(Cc3cccc4ccccc34)CC2)c1	9	-0.5	-0.5	0	-0.4	-1.7	2	23	-5
OC(CNC1Cc2ccccc2C1)COc1ccc(Cl)cc1 (stereo not drawn)	-3	-0.8	1.0	1	13	1.2	3	-2	-9
COc1ccc(CCNC(=O)CSc2nnc(-c3ccc(F)cc3)c3ccccc23)cc1OC	26	-0.4	-1.3	4	0.6	/	7	-4	0
Cc1ccc(C(=O)NN2C(=O)C3C4C=CC(C4)[C@@H]3C2=O)cc1 (stereo partly drawn)	-10	-0.4	-0.8	1	-0.1	0.1	-3	4	-17
CC[C@H]1c2[nH]c3ccc(C(C)C)cc3c2[C@@H]2CCN3C(=O)CCC[C@H]1[C@H]23	4	1.5	-0.4	/	-0.2	-0.7	1	19	-6
COCCCNCCCCOc1cccc(Br)c1	2	-0.3	0.8	3	-0.4	1.0	-4	-4	-1
Cc1ccc(NC(=O)C2CC(=O)N(Cc3ccccc3)C2)cc1S(=O)(=O)N1CCCCCC1 (stereo not drawn)	7	-0.3	1.1	4	0.5	/	4	-6	-2
COc1ccc(S(=O)(=O)NCCC(C)C)cc1OC	4	i	-0.2	-3	-1.1	/	0	-13	1
Cc1ccccc1OCCC(=O)OCC(=O)Nc1ccc(C)c(S(=O)(=O)N2CCCCC2)c1	19	i	/	/	-0.2	0.0	11	/	-1
COc1ccc(NC(=O)CSc2nnc(-c3cccnc3)o2)cc1	1	1.4	-0.1	4	5.2	/	-3	-17	-1
O=C(Nc1ccc(Cl)c(Cl)c1)O/N=C/c1ccncc1	5	i	-1.4	4	0.2	0.1	10	/	2
Cc1ccccc1C(=O)NC(=S)N(CCO)Cc1ccccc1	9	i	-0.9	0	-0.5	-0.4	3	11	-10
COc1cccc(C(=O)Nc2c3c(nc4c2CCC4)CCCC3)c1	1	-0.5	-0.2	3	-0.3	/	0	2	-1
COc1ccc(C(=O)c2[nH]c(N)c(C(=O)NCCc3c[nH]c4ccccc34)c2-c2ccc(C(F)(F)F)cc2)cc1	/	/	/	/	-1.0	0.0	-1	/	-5
CCN1CCCC(Sc2nc3c([nH]2)c(=S)n(C)c(=O)n3C)C1 (stereo not drawn)	3	-2.2	1.0	0	-0.6	0.8	-8	-4	-16
Cc1cc(-c2ccc(C(C)C)c(S(=O)(=O)NCc3ccco3)c2)on1	9	-0.7	-0.3	-3	11	0.6	3	0	1

A different layout for 2 compounds above.
Second line of a record: Yp Topo-I inh	BH1578 lux ind	PfHsp40 rescue	SARS 3CLpro inh	BoNT A protease	TcdB GH inh	PrPC TRFRET	PriA SSB inh	Anthrax LF prot
OC(CNC1Cc2ccccc2C1)COc1ccc(Cl)cc1 (stereo not drawn)
 : -3	-0.8	1.0	1	13	1.2	3	-2	-9
COc1ccc(CCNC(=O)CSc2nnc(-c3ccc(F)cc3)c3ccccc23)cc1OC
 : 26	-0.4	-1.3	4	0.6	/	7	-4	0

(cont.)
SMILES	Yp Topo-I inh	BH1578 lux ind	PfHsp40 rescue	SARS 3CLpro inh	BoNT A protease	TcdB GH inh	PrPC TRFRET	PriA SSB inh	Anthrax LF prot
COc1ccc(NC(=O)c2cc(-c3ccc(OC)c(OC)c3)nc3ccccc23)c(OC)c1	26	-0.9	0.3	-2	0.7	1.8	-1	1	0
CN(c1ccccc1)S(=O)(=O)c1cccc(C(=O)Nc2ccc3c(c2)CCC3)c1	14	i	0.6	6	-0.9	0.5	2	-15	-6
CCCCn1c(=O)c(-c2ccccc2)c(O)c2ccccc21	-7	i	7.5	0	-0.2	/	2	-10	0
Cc1cc(C(=O)N/N=C/C=C/c2cccc([N+](=O)[O-])c2)n[nH]1	-8	-0.9	-1.0	2	-0.1	1.6	-39	/	-6
COc1ccc(CC(=O)Nc2c3c(nn2C(C)(C)C)CS(=O)(=O)C3)cc1	0	0.7	-0.9	-2	-2.8	-0.4	0	6	-4
COc1ccc(NC(=O)c2ccc(N3CCCC3=O)cc2)cc1Cl	1	-0.9	-1.5	/	-0.6	0.4	6	-10	-9
CCOc1cc(C)nc(NCCc2ccc(OC)c(OC)c2)n1	14	i	1.3	-4	-0.1	/	1	-1	-2
CC(C)NC(=O)c1cc2cc([N+](=O)[O-])ccc2s1	-4	-8.0	0.5	-1	0.2	/	-6	-10	0
C=CCOc1nc2c(c(=O)n(C)c(=O)n2C)n1C	1	6.7	0.7	1	1.4	0.6	3	3	3
c1ccc(COc2ccc(Oc3nc(N4CCCCC4)nc(N4CCOCC4)n3)nn2)cc1	4	-0.4	5.0	6	0.8	/	-3	1	-1

The list is partial; count on the stated rates, not on these rows.
